Cneo AK release: Cryptococcus neoformans lysis via adenylate kinase release. C. neoformans lysis, adenylate kinase release luminescence, 4 h; normalised: neutral wells 0, clomiphene wells 100. lysis activity, % at 15 µM. 360,000 tested, 0.2% active. AID 651654;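 active = mean lysis activity across replicates of at least 80%, whatever share of replicates individually reach that level; inactive = mean lysis activity below 80%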
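Material: C. neoformans cells | Amount: Yeast cell density of 5 × 10^6 cells/mL | Medium: Fresh YPD growth medium | Dosing: Single dose | Times: Static 4 h at 37 °C with compound, 1 h detection | Detection: AK luminescence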
PGC1a acetyl inh: modulators of PGC1a acetylation; U2OS PGC1a acetylation, AlphaScreen anti-acetyl-lysine; with virally co-expressed GCN5 acetyltransferase; inhibition, % at 15.6 µM; 350,000 tested, 0.17% active;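 active = every replicate shows inhibition of at least 40%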;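 note: 0% = neutral control wells and 100% = positive control wells; some results beyond the cut were filed as inactive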
ERAP1 HTS inh: ERAP1 (human) enzyme inhibition; 340,000 tested, 0.15% active; Q9NZ08; inhibition, % at 10.7 µM; recombinant ERAP1, Leu-AMC fluorescence, 60 min; AID 652197;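 active = mean replicate inhibition of at least 30%, or all replicates individually reaching that 30% level; inactive = mean below 30% and not every replicate reaching it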;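 note: 0% = neutral control wells and 100% = L-leucinethiol positive control wells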
miR-122 sensor: miR-122 inhibition in Huh7 cells | 340,000 tested, 0.3% active | Huh7 miR-122 Renilla luciferase sensor, 48 h; neutral wells = 0, positive control = 100 | activation (reporter increase), % at 12.5 µM;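 active = mean replicate activation score at least 90 and every replicate individually at or above 90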;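 note: higher luciferase means less miR-122 activity so hits act as miR-122 inhibitors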
RAD54 branch: inhibitors of human RAD54 branch migration; RAD54 Holliday junction branch migration, FAM/BHQ fluorescence; Q92698; inhibition, % at 10.4 µM; 360,000 tested, 0.14% active;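 active = mean normalized replicate activity at least 40 and at least half of replicates scoring 40 or more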;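 note: 0% = median of neutral control wells and 100% = median of positive control wells; inhibitors cause a drop in the FAM fluorescence signal; in these data hits start at about 50%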
RAD52 anneal inh: blocks human RAD52 DNA annealing. P43351. recombinant RAD52 DNA annealing, FRET fluorescence. inhibition, % at 18.7 µM. 360,000 tested, 0.46% active. AID 651710;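 active = every replicate showing at least 50% inhibition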
Target sequence (P43351 whole entry, looked up): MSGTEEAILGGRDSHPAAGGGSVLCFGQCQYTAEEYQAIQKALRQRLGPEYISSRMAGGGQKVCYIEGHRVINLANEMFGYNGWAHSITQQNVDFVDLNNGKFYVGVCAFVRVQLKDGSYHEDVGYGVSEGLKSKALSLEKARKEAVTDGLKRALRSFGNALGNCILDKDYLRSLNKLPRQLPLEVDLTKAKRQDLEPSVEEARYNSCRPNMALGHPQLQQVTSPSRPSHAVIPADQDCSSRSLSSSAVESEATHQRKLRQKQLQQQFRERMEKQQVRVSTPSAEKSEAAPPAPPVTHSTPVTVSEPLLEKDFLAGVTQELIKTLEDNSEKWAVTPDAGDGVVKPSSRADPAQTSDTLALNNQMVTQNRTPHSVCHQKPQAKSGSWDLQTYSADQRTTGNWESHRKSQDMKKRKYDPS
PglD DTNB: inhibitors of Campylobacter jejuni PglD acetyltransferase; AID 602405; 360,000 tested, 0.098% active; purified PglD enzyme, DTNB colorimetric CoA detection; inhibition, % at 12.5 µM; in the data active = inhibition above about 16%, passing the limit was not always enough; note: strong numbers were not always called active
E-sel inducer: induces E-selectin expression in human endothelial cells; 260,000 tested, 0.37% active; HUVEC E-selectin immunofluorescence imaging; normalized: neutral wells 0, TNF-alpha wells 100; activation, % at 7.58 µM; P16581;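 active = mean E-selectin-positive cell signal at least 10% of the positive control, reached in at least 60% of replicates, without over 20% cell loss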;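 note: in these data hits start at about 27%; measured in HUVEC primary endothelial cells; signal is the percent of cells scored E-selectin positive by PE staining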
Target sequence (P16581 whole entry, looked up): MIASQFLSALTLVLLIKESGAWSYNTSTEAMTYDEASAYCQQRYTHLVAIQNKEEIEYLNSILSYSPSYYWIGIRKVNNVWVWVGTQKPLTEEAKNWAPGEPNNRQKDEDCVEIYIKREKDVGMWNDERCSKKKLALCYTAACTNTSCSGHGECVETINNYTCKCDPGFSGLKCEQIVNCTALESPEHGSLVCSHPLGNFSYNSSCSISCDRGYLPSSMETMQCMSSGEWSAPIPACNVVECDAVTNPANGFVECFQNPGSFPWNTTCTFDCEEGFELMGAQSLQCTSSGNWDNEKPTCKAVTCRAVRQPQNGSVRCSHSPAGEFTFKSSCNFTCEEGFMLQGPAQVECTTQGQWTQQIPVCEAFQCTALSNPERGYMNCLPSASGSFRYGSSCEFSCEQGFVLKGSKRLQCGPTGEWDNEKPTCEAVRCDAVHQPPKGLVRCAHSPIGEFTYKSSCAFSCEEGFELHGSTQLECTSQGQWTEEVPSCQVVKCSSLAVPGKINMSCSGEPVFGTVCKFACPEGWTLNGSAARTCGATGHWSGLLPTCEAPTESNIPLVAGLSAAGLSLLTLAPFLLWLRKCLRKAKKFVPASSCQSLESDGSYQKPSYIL
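System: HUVEC / Compound: single concentration / Signal: immunofluorescence imaging / Read-out: percent E-selectin-positive cells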
Numbers without * were called inactive; · = not tested or not shown; [ ] = dose if it differs, or a comment.

Values run as follows: Cneo AK release	PGC1a acetyl inh	ERAP1 HTS inh	miR-122 sensor	RAD54 branch	RAD52 anneal inh	PglD DTNB	E-sel inducer
Cn1c(C2=C(O)CN(Cc3ccccc3)C2=N)[n+](C)c2ccccc21
  8	-1	-5	-4	-3	-37	6	-3.4
CCC(=NCc1ccccc1)C1=C(O)C(C(=O)OC)C(C)(C)CC1=O (stereo not given)
  0	0	·	3	2	·	1	·
COc1ccc(C2C(C#N)=C(N)Oc3n[nH]c(C)c32)cc1Cn1nnc2ccccc21 (stereo not given)
  1	·	-1	16	4	-1	-1	·
N/C(=N\OC(=O)c1cccc(Cn2cc(C(F)(F)F)ccc2=O)c1)c1ccccc1
  -1	-4	·	-7	7	-16	-1	3.0
O=C(Nc1cccc(S(=O)(=O)N2CCCCCC2)c1)C1=COCCO1
  0	·	2	1	11	-5	2	-0.2
Cc1nnc(NC(=O)C(c2ccccc2)c2ccccc2)s1
  2	·	3	·	-1	5	-5	-0.1
COc1ccc(/C=C2\Oc3cc(OCC(=O)N4CCC(C(=O)O)CC4)ccc3C2=O)c(OC)c1OC
  0	5	8	-8	-3	6	-12	·
CCOC(=O)c1nn(-c2ccc(C)c(C)c2)c(=O)c(C#N)c1C
  2	5	3	-4	-10	-3	1	0.3
O[C@@H]1C[C@H](c2ccc(Cl)cc2)N(Cc2cccs2)C[C@H]1n1cc(-c2ccc(F)cc2)nn1
  1	·	1	-2	-5	-5	-7	-0.1
C#CCOCCOCCOCCNc1nc(N2CCN(C(=O)CCCCCCCCCCNC(=O)Cn3cc(CCCCCN)nn3)CC2)nc(N2CCN(C(=O)CCCCCCCCCCNC(=O)Cn3cc(C[C@@H](C)O)nn3)CC2)n1
  1	-23	-8	4	0	52*	-3	·
COc1ccc(-c2cc(C(F)(F)F)nc(N)n2)cc1
  0	5	0	16	·	-1	-6	2.0
CCn1c(C(=O)NCCCc2ccccc2)cc2sccc21
  -2	-4	·	2	3	·	2	·
C/C=C/c1cnc2c(c1)C(=O)N([C@@H](C)CO)C[C@@H](C)[C@H](CN(C)S(=O)(=O)c1ccc(C)cc1)O2
  -2	-5	2	17[16.7 µM]	1	-2	2	7.2
COc1ccc(CNC(=O)Cn2ccc(NC(=O)OCc3ccccc3)nc2=O)cc1
  0	·	-1	-1	9	-16	-2	-0.7
Cc1oc(-c2ccc3c(c2)OCCO3)cc1C(=O)NC(Cc1ccccc1)C(=O)O (stereo not given)
  ·	11	2	·	·	-8	·	0.1

The final 2 records of the part above lead into the next:
Values run as follows: Cneo AK release	PGC1a acetyl inh	ERAP1 HTS inh	miR-122 sensor	RAD54 branch	RAD52 anneal inh	PglD DTNB	E-sel inducer
COc1ccc(CNC(=O)Cn2ccc(NC(=O)OCc3ccccc3)nc2=O)cc1
  0	·	-1	-1	9	-16	-2	-0.7
Cc1oc(-c2ccc3c(c2)OCCO3)cc1C(=O)NC(Cc1ccccc1)C(=O)O (stereo not given)
  ·	11	2	·	·	-8	·	0.1
Cc1c(C(=O)Nc2ccc(Cl)cc2)c2ccccn2c1C(=O)c1ccc(F)cc1
  4	5	·	1	-1	·	-1	·
CCN(CC)C(=O)c1cc(Cl)ccn1
  2	-2	1	-7	8	-11	4	·
CC(C)CC#Cc1ccc2c(c1)O[C@H](CN(C)C(=O)c1cnccn1)[C@H](C)CN([C@@H](C)CO)S2(=O)=O
  4	9	-3	-36[16.7 µM]	4	-3	3	0.2
CC(Cl)C(=O)Nc1cc(C(F)(F)F)ccc1N1CCOCC1 (stereo not given)
  ·	-9	-1	·	·	0	·	1.2
COc1ccc(CC(C(=O)Nc2ccc(OC)cc2)c2nn[nH]n2)cc1 (stereo not given)
  -2	-8	0	-6	-2	3	-1	0.4
COc1cc([N+](=O)[O-])ccc1NC(=O)Nc1cccnc1
  -1	-2	0	2	3	-12	-1	0.7
Cc1ccc(C(=O)OCC(=O)NC2CCCCCC2)c(C)c1
  -2	-10	-3	-4	-3	-6	3	0.0
COc1cc(/C=N/NC(=O)Cn2nc([N+](=O)[O-])cc2C)cc(Br)c1OCc1ccccc1
  -1	-20	·	-7	2	·	-9	·
CCN(CC)C(=O)Cn1c(=O)n(CC(=O)N2CCCCC2)c(=O)c2sccc21
  ·	·	-6	-1	·	-16	·	0.6
O=c1[nH]c2ccccc2n1CCCN1CCCCC1
  ·	-14	3	·	·	-8	·	-0.1
CCCN(CCC)CC(O)Cn1cc(/C=C/C(=O)c2ccccc2)c2ccccc21 (stereo not given)
  1	-20	7	1	8	-68	-14	2.3
Cc1cccc(Oc2ccc3c(c2)cc(C(=O)O)n3C)c1
  1	·	0	·	2	-16	-3	-0.1
Cc1cccc(C)c1-n1c(C)nn(CC#N)c1=O
  3	-1	-1	-4	-11	1	-3	·
Cc1ccc(S(=O)(=O)Oc2ccccc2/C=N/NC(N)=S)cc1
  0	-11	·	9	10	·	3	·
O=C(C[C@H]1CC[C@H]2[C@@H](COC[C@@H](O)CN2C(=O)Nc2ccc(C(F)(F)F)cc2)O1)NC1Cc2ccccc2C1
  -1	9	3	-5[16.7 µM]	5	-23	-5	-0.2
CCn1ccnc1CN(C)C(=O)c1ccc2nc(Cc3ccc(OC)cc3)oc2c1
  -2	3	-1	-4	-1	-9	-3	-0.2
CC(OC(=O)CCCN=C1NS(=O)(=O)c2ccccc21)C(=O)Nc1ccc(F)c(F)c1F (stereo not given)
  3	7	0	-5	-9	0	3	·
NC(=O)C(c1ccc(Cl)cc1)c1ccc(Sc2ccc(Cl)cc2)nn1 (stereo not given)
  -1	6	·	0	14	·	-3	·
CCNC(=O)C[C@@H]1CC[C@@H]2[C@H](COc3ccc(NC(=O)Nc4ccccc4OC)cc3C(=O)N2C)O1
  -2	0	0	3[16.7 µM]	-2	-3	0	0.1
C[C@H]1CCCCO[C@H](CN(C)C(=O)Nc2ccccc2)[C@@H](C)CN([C@@H](C)CO)C(=O)c2cc(NC(=O)Cc3ccccc3)ccc2O1
  0	-10	2	4[16.7 µM]	3	-22	0	·
CCOc1ccc(NC(=O)CSc2nc(C)c3c(c2C#N)CCCC3)cc1
  0	5	·	-2	-5	·	0	·
O=C(Nc1ccccc1N1CCCC1)c1cccc(F)c1
  0	·	0	·	-20	-26	-6	·
CO[C@H]1CN(C)C(=O)c2cc(NC(=O)Nc3cc(F)ccc3F)ccc2OC[C@@H](C)N(C(=O)c2cnccn2)C[C@H]1C
  -1	-2	3	·	3	1	1	-0.1
Nc1ncc([N+](=O)[O-])c(N2CCCCCC2)n1
  -2	53*	4	-4	7	-15	-2	0.8
COC(=O)c1ccccc1S(=O)(=O)NCc1nc2nc(C)cc(C)n2n1
  0	-1	1	-8	-15	-7	0	-0.6
Cc1nc2scc(C)n2c(=O)c1S(=O)(=O)NCc1ccc(F)cc1
  1	·	0	·	0	-10	4	-0.1
O=C(Cn1nc(C(=O)O)c2ccccc2c1=O)Nc1cc(C(F)(F)F)ccc1-n1cncn1
  -1	·	3	·	6	-10	-6	·
C[C@@H]1CCCCO[C@@H](CN(C)C(=O)Nc2ccc3c(c2)OCO3)[C@H](C)CN([C@@H](C)CO)C(=O)c2cc(NC(=O)NC3CCCCC3)ccc2O1
  -8	-15	·	1[16.7 µM]	-8	·	0	-0.3
Cc1ccc(S(=O)(=O)N[C@H]2CC[C@H](CCNS(=O)(=O)Cc3ccccc3)O[C@H]2CO)cc1
  3	-15	2	·	-6	7	3	-0.4
CCCCCn1nnc2c(=O)oc3ccccc3c21
  ·	-3	0	-12	·	-2	·	·

For convenience, some entries already given:
Values run as follows: Cneo AK release	PGC1a acetyl inh	ERAP1 HTS inh	miR-122 sensor	RAD54 branch	RAD52 anneal inh	PglD DTNB	E-sel inducer
Cn1c(C2=C(O)CN(Cc3ccccc3)C2=N)[n+](C)c2ccccc21
  8	-1	-5	-4	-3	-37	6	-3.4
CCC(=NCc1ccccc1)C1=C(O)C(C(=O)OC)C(C)(C)CC1=O (stereo not given)
  0	0	·	3	2	·	1	·
COc1ccc(C2C(C#N)=C(N)Oc3n[nH]c(C)c32)cc1Cn1nnc2ccccc21 (stereo not given)
  1	·	-1	16	4	-1	-1	·
N/C(=N\OC(=O)c1cccc(Cn2cc(C(F)(F)F)ccc2=O)c1)c1ccccc1
  -1	-4	·	-7	7	-16	-1	3.0
O=C(Nc1cccc(S(=O)(=O)N2CCCCCC2)c1)C1=COCCO1
  0	·	2	1	11	-5	2	-0.2
Cc1nnc(NC(=O)C(c2ccccc2)c2ccccc2)s1
  2	·	3	·	-1	5	-5	-0.1
COc1ccc(/C=C2\Oc3cc(OCC(=O)N4CCC(C(=O)O)CC4)ccc3C2=O)c(OC)c1OC
  0	5	8	-8	-3	6	-12	·

Next compounds follow:
Values run as follows: Cneo AK release	PGC1a acetyl inh	ERAP1 HTS inh	miR-122 sensor	RAD54 branch	RAD52 anneal inh	PglD DTNB	E-sel inducer
Nc1cccc(-c2cnc3ccccc3n2)c1
  -4	·	0	·	-6	-16	7	·
O=C(N[C@H]1CC[C@@H](CCNC(=O)C2CCOCC2)O[C@H]1CO)c1ccncc1
  0	4	-3	·	1	14	0	-0.3
Cc1ccc(S(=O)c2ccc([N+](=O)[O-])c3nonc23)cc1 (stereo not given)
  -4	-5	20	-2	-75	-487	-1	-0.2
COc1ccccc1C1(O)CCN(CC(=O)Nc2nc(-c3ccccc3)cs2)CC1
  0	0	-3	-5	5	-8	·	0.1
COc1ccc(/C=C/C(=O)N(C(C)C)C(C)C)cc1Br
  0	-4	·	-4	-12	·	-2	·
COc1ccc(NC(=O)CSc2nc3c([nH]c4ccccc43)c(=O)n2C)cc1
  -1	-3	1	0	3	14	3	0.2
Cc1cc(C(=O)Nc2ccccc2)c(C)o1
  1	-4	·	4	-1	·	-2	·
COc1ccc(C(=O)N2c3ccccc3CC2C)cc1OC (stereo not given)
  -1	-8	·	-5	3	·	5	·
C[C@@H]1CN([C@H](C)CO)C(=O)Cc2cc(NC(=O)C3CCCCC3)ccc2O[C@H]1CN(C)Cc1ccc(C(=O)Nc2ccccc2N)cc1
  ·	-6	-1	·	·	4	·	0.1
Cc1sc(NC(=O)CSc2ncn(-c3ccccc3)n2)nc1-c1ccccc1
  -2	-16	·	1	11	·	-3	-0.7
COc1ccc(CN(C)C[C@@H]2Oc3c(NC(=O)Nc4ccc(OC)cc4)cccc3C(=O)N([C@H](C)CO)C[C@H]2C)cc1
  2	23	-1	11[16.7 µM]	5	8	-6	0.1

One compound at a time, from the list above.
Listed for Nc1cccc(-c2cnc3ccccc3n2)c1 → Cneo AK release = -4; PGC1a acetyl inh = ·; ERAP1 HTS inh = 0; miR-122 sensor = ·; RAD54 branch = -6; RAD52 anneal inh = -16; PglD DTNB = 7; E-sel inducer = ·
Listed for COc1ccc(NC(=O)CSc2nc3c([nH]c4ccccc43)c(=O)n2C)cc1 → Cneo AK release = -1; PGC1a acetyl inh = -3; ERAP1 HTS inh = 1; miR-122 sensor = 0; RAD54 branch = 3; RAD52 anneal inh = 14; PglD DTNB = 3; E-sel inducer = 0.2

Bioassay records (PubChem BioAssay)

Compounds were not picked by outcome; overall some 1.4% were active at least once.
